SRC3 TRFRET art – TR-FRET artefact, counter-screen to PPARgamma/SRC-3 agonist assay | PPARgamma/SRC-3 format; active compounds read high | TR-FRET ratio at 8 µM | 0.39% of 99,000 active | AID 1048; in the data active = TR-FRET ratio above about 2000; note: inactives centre near 1600; reference of the scale not given here
SRC1 TRFRET art – counter-screen for PPARgamma SRC-1 recruitment agonists: TR-FRET artefact; TR-FRET detection artefact counter-screen, emission ratio; active compounds read high; TR-FRET ratio at 8 µM; 0.34% of 99,000 active; in the data active = TR-FRET ratio above about 2300; note: inactives centre near 1800; reference of the scale not given here
An asterisk follows results filed as active. An excerpt; rates above refer to the full screens.

SMILES	SRC3 TRFRET art	SRC1 TRFRET art
CN=C(Nc1cccc(OC)c1)SC1CC(=O)N(c2ccc(C(=O)O)cc2)C1=O (centres undefined)	1435	1881
CN(C(=O)COC(=O)c1cc(-c2ccccc2Cl)nc2ccccc12)C1CCS(=O)(=O)C1 (centres undefined)	1719	1815
COc1cccc(NC(=O)CSc2nnc3cc(C)nc(N)n23)c1	1576	1646
Cc1cc(C)cc(C(=O)NCC(=O)OCC(=O)N(C)C2CCS(=O)(=O)C2)c1 (centres undefined)	1267	1768
CC(NC(=O)CCC(=O)N1CCN(S(=O)(=O)c2ccc(Cl)cc2)CC1)c1ccccc1 (centres undefined)	1536	2171
C=CCNC(=S)NC(=O)c1ccc(C)c(Br)c1	1734	1709
CC(C)Oc1ccc(Cc2n[nH]c(=S)n2Cc2ccccc2)cc1Cl	1979	1838
O=C(Cn1cnc2ccccc21)OCC(=O)N1CCCc2ccccc21	1470	1987
CCc1ccccc1N(C1=NCCCS1)S(=O)(=O)c1ccc(C(C)(C)C)cc1	1414	1690
O=C(NN=C1CCCC1)c1n[nH]c2c1CCCC2	1740	1958
Cc1[nH]n(-c2ccccc2)c(=O)c1N=Nc1ccccc1C(=O)N1CCOCC1	1593	1927
Cc1ccc(-c2nnc(-c3cccs3)o2)cc1	1600	1828
O=C(c1cc([N+](=O)[O-])ccc1Cl)N1CCN(c2ccccn2)CC1	1484	1809
CCC(=O)c1cn(CC(=O)NCC2CCCO2)c2ccccc12 (centres undefined)	1645	1913
Cc1nc(SCCOc2ccc(F)cc2)c2ccccc2n1	1620	1744

Continued, starting with the last 3 of the part before.
SMILES	SRC3 TRFRET art	SRC1 TRFRET art
O=C(c1cc([N+](=O)[O-])ccc1Cl)N1CCN(c2ccccn2)CC1	1484	1809
CCC(=O)c1cn(CC(=O)NCC2CCCO2)c2ccccc12 (centres undefined)	1645	1913
Cc1nc(SCCOc2ccc(F)cc2)c2ccccc2n1	1620	1744
CN(CC(=O)NC(=O)NC(C)(C)C)CC(=O)Nc1ccccc1Cl	1512	1859
CC(C)C(C)NC(=O)COc1ncnc2sccc12 (centres undefined)	1518	1778
N/C(Cc1ccccc1Sc1ccccc1)=N\O	1628	1656
O=C(CCc1ccccc1)NNC(=O)c1ccccc1C(=O)O	1631	2008
CCN(CC)CCn1c(NCc2ccc3c(c2)OCO3)nc2ccccc21	1619	1589
Cc1ccc2cc(C#N)c(SCC(=O)N3CCCc4ccccc43)nc2c1	1588	1841
COc1ccc(/C=C/C(=O)Nc2ccccc2C(F)(F)F)cc1	1478	1852
CCOc1ccccc1OCCOCCOc1ccccc1[N+](=O)[O-]	1573	1557
COC(=O)[C@@]1(Cc2ccc(OC)cc2)[C@H]2c3cc(C(=O)N4CCCC4)n(CCO)c3C[C@H]2CN1C(=O)c1ccccc1	1487	1460
CCCCOC(=O)Nc1nc2ccc([N+](=O)[O-])cc2s1	1652	1912
CCOC(=O)CC1(C)OCC(C[N+]2(C)CCCCC2)O1 (centres undefined)	1604	1924
Cc1ccc(N(CC(=O)N2CCOCC2)S(C)(=O)=O)cc1	1469	1770
Cc1ccc(CN2C(=O)C(C)Oc3ccccc32)cc1 (centres undefined)	1822	1878
O=C(Cn1cnc2ccccc2c1=O)N1CCc2ccccc2C1	1437	1715
Cc1ccc(S(=O)(=O)N2CCC(=O)N(C(COCc3cccc(C(F)(F)F)c3)C(C)C)CC2)cc1 (centres undefined)	1373	1576
CCC1(C)Cc2ccccc2C(=S)N1 (centres undefined)	1552	1613
Cc1ccc(S(=O)(=O)Nc2ccc3[nH]c(=O)[nH]c3c2)c(C)c1	1313	1666
O=S(=O)(NCc1ccccc1Cl)c1cnc[nH]1	1625	1670
CC(C)(C)c1ccc(C(=O)NC(=S)Nn2cnnc2)cc1	1412	1804
CC1=[N+](CC(=O)NC(C)(C)C)CCc2ccccc21	1486	1684
COc1cccc(C(=O)N2CCN(C(=O)c3ccc(-c4ccccc4)cc3)CC2)c1OC	1500	1683
Cc1cc(OCC(=O)Nc2ccc3c(c2)OCCO3)ccc1Cl	1485	1955
O=c1c(C(c2ccccc2)c2c(O)nc3n(c2=O)CCS3)c(O)nc2n1CCS2	1469	1696
N#Cc1c(-c2ccccc2Cl)noc1/C=C/Nc1ccc(C(=O)O)cc1	1579	1671
CC(C)CNS(=O)(=O)c1ccc(S(=O)(=O)N2CCC3(CC2)OCCO3)cc1	1522	1883
CNS(=O)(=O)c1ccc(Cl)nc1	1669	1862
COc1ccc(NS(=O)(=O)c2ccc(N3CCCC3)c(NC(=S)Nc3cccc(C)c3C)c2)cc1	1752	1792
CCOC(=O)Cc1csc(NC(=O)C(CC(C)C)NC(=O)C2CCCCC2)n1 (centres undefined)	1702	2047
O=C(Nc1ccc(F)cc1)N1CCN(c2ncccn2)CC1	1404	1615
O=C(Nc1ccccc1)c1ccc[nH]1	1649	1550
Cc1cc(C)c2nc(-c3cccnc3)cc(C(=O)NC(C)c3cnn(C)c3C)c2c1 (centres undefined)	1654	1764
NNC(=S)Nc1cc(S(=O)(=O)N2CCOCC2)ccc1N1CCOCC1	1700	1905
N#CCOc1ccc(C2=NO[C@@H]3[C@@H]4C[C@@H]([C@H]5C(=O)N(c6ccc7c(c6)OCO7)C(=O)[C@@H]45)[C@H]23)cc1	1436	1962
Cc1[nH]nc(Nc2ccc(O)cc2)c1[N+](=O)[O-]	1414	1809
COCc1cc(C)nc2sc(C(=O)NN)c(-n3cccc3)c12	1310	1505
Oc1ccc(Br)cc1/C=N/Nc1ncc(-c2ccccc2)cn1	1445	1805
Cc1c(CN2CCC(CO)(Cc3ccccc3)CC2)c2ccccc2n1C	1587	1918
COc1ccc(-n2ncc(Cl)c(Cl)c2=O)cc1	1471	2160
C/C(=N\NC(=O)c1cc(C)nc2ccccc12)c1ccc([N+](=O)[O-])cc1	1513	1672
Cc1nn(C)cc1C(=O)/C=C/c1ccc([N+](=O)[O-])cc1	1560	1849
O=C(CSc1ncccn1)N1CCN(C(=O)CSc2ncccn2)CC1	1580	1851
COc1ccccc1C(=O)N/C(=C\c1ccc(Br)cc1)C(=O)NCC(=O)O	1464	1770
Cc1cc(-c2nnc(CCC(=O)NC(C)c3ccccc3Cl)o2)no1 (centres undefined)	1500	1874
COc1ccc(CN(C)C(=S)Nc2ccc(Cl)cc2)cc1	1488	1737
Cc1c(NC(=S)NC(=O)C2CCCCC2)c(=O)n(-c2ccccc2)n1C	1683	2228
CC(C)CN(C(=O)c1ccco1)c1nc2ccccc2s1	1592	1566
COc1ccccc1NS(=O)(=O)c1cccc(C(=O)N/N=C/c2ccc(N3CCOCC3)cc2)c1	1768	1837
NC[C@@H]1O[C@H](O[C@H]2[C@@H](O)[C@H](O[C@@H]3[C@@H](O)[C@H](N)C[C@H](N)[C@H]3O[C@H]3O[C@H](CO)[C@@H](O)[C@H](O)[C@H]3N)O[C@@H]2CO)[C@H](N)[C@@H](O)[C@@H]1O	1396	1642
CC(C)(C)c1ccc(NC(=O)COC(=O)CCN2C(=O)c3cccc([N+](=O)[O-])c3C2=O)cc1	1544	1953
[O-]/[N+](=C\c1cccc(Br)c1)c1ccccc1	1966	2033
CCOC(=O)c1sc(NC(=O)Cc2ccc(F)cc2)nc1C	1484	1768
CCCC12CN3CC(C)(CN(C1)C3c1ccco1)C2=O (centres undefined)	1472	2002
CCCCc1c(O)nc(SCC(=O)O)[nH]c1=O	1712	1950
Cc1ccc(N2CC(C(=O)Nc3nnc(SCC(=O)Nc4cc(C)on4)s3)CC2=O)cc1 (centres undefined)	1550	1915
CN(C)c1ccc(/C=N/NC(=O)CN2CCN(c3ccc(F)cc3)CC2)cc1	1501	1995
O=c1c2ccccc2cnn1Cc1n[nH]c(=S)n1-c1ccc(F)c(Cl)c1	1660	1703
Cc1cc(-c2ccccc2)n(-c2ccc(C(N)=O)cc2)n1	1704	1890
CCOCCCNC(=O)C1CCN(S(=O)(=O)N2CCCC2)CC1	1695	1730
Cc1cnc(C(=O)OCC(=O)Nc2cccc(S(=O)(=O)N3CCCCC3)c2)cn1	1725	2121
COc1ccc(-c2cc(-c3nnc(COC(=O)CC4CC5CCC4C5)o3)c3ccccc3n2)cc1OC (centres undefined)	1546	1903

Overlap with the part before: two entries, followed by the next part.
SMILES	SRC3 TRFRET art	SRC1 TRFRET art
Cc1cnc(C(=O)OCC(=O)Nc2cccc(S(=O)(=O)N3CCCCC3)c2)cn1	1725	2121
COc1ccc(-c2cc(-c3nnc(COC(=O)CC4CC5CCC4C5)o3)c3ccccc3n2)cc1OC (centres undefined)	1546	1903
O=C(CCc1nnc(Cc2c[nH]c3ccccc23)o1)NC(C1CC1)C1CC1	1672	1839
CCOC(=O)N1CCC(Nc2ccc(N3C(=O)C4CCCCC4C3=O)cc2[N+](=O)[O-])CC1 (centres undefined)	1540	1737
Cc1ccc(NC2=NCC(Cc3ccc(Br)cc3)S2)cc1 (centres undefined)	1617	1977
CCCCSc1nnc(-c2ccc(C)cc2)c2ccccc12	1664	1915
Cc1cc(-c2ccco2)n(-c2ccccc2)n1	1508	1980
CC(=O)c1cn(CCCCCCCn2cc(C(C)=O)c(=O)[nH]c2=O)c(=O)[nH]c1=O	1456	1838
COC(=O)c1ccc(COC(=O)c2ccccc2OC)cc1	1519	1617
O=C(NCCc1ccccc1)c1ccccc1NC(=O)C1CC=CCC1C(=O)O (centres undefined)	1445	1488
CCC(=O)Oc1ccc2c(=O)c(-c3ccc4ccccc4n3)c(CC)oc2c1C	1311	1629
CCOC(=O)c1cnc(-c2ccccc2)nc1-c1ccccc1	1493	1825
COc1ccc(OCCCC(=O)Nc2cccc([N+](=O)[O-])c2C)cc1	1486	1606
O=C(C1CCC1)N1CCc2cc(S(=O)(=O)N3CCN(c4ccccn4)CC3)ccc21	1539	1617
O=[N+]([O-])c1ccc(N/N=C2/CCCCC2c2ccccn2)c([N+](=O)[O-])c1 (centres undefined)	1596	1702
CCN(CC(=O)Nc1ccc(Cl)c(S(=O)(=O)N(C)C)c1)CC(=O)NC(C)C	1487	1684
CCc1cc(SC#N)cc(C)c1N	1616	1831
O=C(O)COc1ccccc1/C=C1\SC(=Nc2ccc(F)cc2)N(c2ccc(F)cc2)C1=O	1761	1945
COCCCNC(=O)C1CCCN(S(C)(=O)=O)C1 (centres undefined)	1739	2069
CCOC(=O)C1(Cc2ccc(OC)cc2)CCN(C(=O)c2csc(C)n2)CC1	1676	1956
Nc1nc(SCC(=O)Nc2ccccc2Oc2ccccc2)n[nH]1	1383	1669
CCOc1ccc2nc(Cl)c(CN(C(C)=O)C3CCCCC3)cc2c1	1580	1876
CCOC(=O)C1C(CC)NC(=S)NC1(C)O (centres undefined)	1502	1740
C/C(CC(=O)NCc1ccco1)=N\NC(=O)COc1ccc(C)cc1	1569	1838
Cc1cccnc1NC(=O)Cn1nc(-c2ccccc2)oc1=S	1484	1847
Cc1ccc(CNC(=O)C(CCC(N)=O)NC(=O)OCc2ccccc2)cc1 (centres undefined)	1378	1754
O=C(C(c1ccccc1)c1ccccc1)N1CCN(Cc2ccccn2)CC1	1751	1976
COc1ccc(C(=O)N/N=C/c2cc3ccccc3[nH]c2=O)cc1	1789	2000
NC(CC(=O)NC(c1ccccc1)(c1ccccc1)c1ccccc1)C(=O)O (centres undefined)	1616	1983
Cc1cc(-c2nn(-c3ccccc3)cc2/C=C2\SC(N)=NC2=O)ccc1OC(C)C	1521	1829
CCCCN(C)S(=O)(=O)c1ccc(C(=O)N=c2sc3cc(NC(C)=O)ccc3n2C)cc1	1453	1696
CCOc1ccc(C(CC(=O)O)NC(=O)COc2ccccc2OC)cc1OC (centres undefined)	1573	1616

Exported in CSV form: part of the list above
Structure,SRC3 TRFRET art,SRC1 TRFRET art
CCc1cc(SC#N)cc(C)c1N,1616,1831
O=C(O)COc1ccccc1/C=C1\SC(=Nc2ccc(F)cc2)N(c2ccc(F)cc2)C1=O,1761,1945
COCCCNC(=O)C1CCCN(S(C)(=O)=O)C1 (centres undefined),1739,2069
CCOC(=O)C1(Cc2ccc(OC)cc2)CCN(C(=O)c2csc(C)n2)CC1,1676,1956
Nc1nc(SCC(=O)Nc2ccccc2Oc2ccccc2)n[nH]1,1383,1669
CCOc1ccc2nc(Cl)c(CN(C(C)=O)C3CCCCC3)cc2c1,1580,1876

Remaining list, next part
SMILES	SRC3 TRFRET art	SRC1 TRFRET art
O=C(NCCOC(=O)c1ccc(S(=O)(=O)N2CCOCC2)cc1)c1cccnc1	1400	1959
Cc1[nH]n(-c2ccccc2)c(=O)c1/C=N/N1C(=O)c2cccc3cccc(c23)C1=O	1410	1618
O=C(Nc1ccc(F)cc1F)c1ccccc1-c1ccccc1	1822	1961
CC(C)(C)NC(=O)C(c1ccc(O)cc1)N(C(=O)CCC(=O)Nc1nccs1)c1ccccc1F (centres undefined)	1487	1714
CCOC(=O)c1c(C)nc2sc3c(=O)[nH]cnc3c2c1-c1ccc(OC)cc1	1444	1574
CO[C@H]1C=CO[C@@]2(C)Oc3c(C)c(O)c4c(O)c(c5c(c4c3C2=O)NC2(CCN(CC(C)C)CC2)N=5)=NC(=O)C(C)=CC=C[C@H](C)[C@H](O)[C@@H](C)[C@@H](O)[C@@H](C)[C@H](OC(C)=O)[C@@H]1C	1448	1698
CCOC(=O)c1c(C)[nH]c(C2=NNC(=Nc3ccccc3OC)SC2)c1C	1655	2005
Cc1nc(N2CCC(C)CC2)c2c(C)c(C(=O)Nc3ccc(C)c(F)c3)sc2n1	1708	1909
CCOc1ccc(Cc2onc3c2C(=O)CC(C)(C)C3)cc1OCC	1513	1823
CCS(=O)(=O)Nc1cc(C(=O)O)ccc1C	1862	1689
COc1ccc(-c2cc(C(=O)NCCCn3ccnc3)no2)cc1	1571	1726
Cc1ccc(S(=O)(=O)Nc2ccnc(-c3cccnc3)n2)cc1	1552	1776
CCn1c(SCC(=O)Nc2ccc3c(c2)c2ccccc2n3CC)nnc1-c1cnccn1	1626	1839

Screening data: PubChem BioAssay, The Scripps Research Institute Molecular Screening Center
